RORgamma inh = qHTS for inhibitors of ROR gamma transcriptional activity; Nuclear receptor ROR-gamma (Mus musculus), P51450; Drosophila S2 Gal4-RORgamma UAS-luciferase reporter, 20 h; Potency, µM (top dose mostly 53.6 µM), inactives show at the top dose activity change, negative = inhibition, hits mostly inhibitors; 310,000 compounds, 5.4% hits; AID 2551, 2010; further: potency means the concentration at half of the fitted maximal effect; on the % scale 0 is the no-effect control and ±100 the full control effect; nearly all actives have a fitted effect of over 60% in size
Target sequence (P51450 whole entry, looked up, the tested form may be a part): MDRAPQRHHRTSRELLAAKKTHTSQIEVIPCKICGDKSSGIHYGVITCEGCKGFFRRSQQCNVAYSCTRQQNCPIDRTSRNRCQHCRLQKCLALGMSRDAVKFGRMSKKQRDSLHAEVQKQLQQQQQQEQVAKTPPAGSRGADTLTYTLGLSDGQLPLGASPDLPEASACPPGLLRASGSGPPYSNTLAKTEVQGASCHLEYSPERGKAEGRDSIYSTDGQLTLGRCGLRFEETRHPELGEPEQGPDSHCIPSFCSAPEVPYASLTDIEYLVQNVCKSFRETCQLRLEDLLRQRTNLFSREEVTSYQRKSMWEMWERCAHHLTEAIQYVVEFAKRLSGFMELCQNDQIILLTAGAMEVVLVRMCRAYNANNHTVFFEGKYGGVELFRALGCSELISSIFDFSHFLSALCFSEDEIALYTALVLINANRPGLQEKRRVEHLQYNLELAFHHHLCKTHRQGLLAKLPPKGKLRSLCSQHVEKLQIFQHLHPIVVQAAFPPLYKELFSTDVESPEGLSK
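A Gal4/UAS one-hybrid system in insect cells: metallothionein-promoter Gal4–ROR gamma fusion plus Photinus luciferase reporter. Copper sulfate 700 uM final, 20 hr ambient incubation, luminescent detection after 10 min with reagent.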
uPA generation = qHTS for Inhibitors of Cell Surface uPA Generation | cell surface uPA generation assay, qHTS | Potency, µM (top dose mostly 38.3 µM), inactives show at the highest dose activity change, negative = inhibition, usual class: inhibitors | 330,000 compounds, 0.31% hits | AID 540303, 2011; active means well fitted inhibition curve with a large enough effect; inconclusive means small, poorly fitted or top-dose-only effect; inactive means no such curve, though single readings can be large or run the other way; tested in mouse RAW 264.7 cells; further: potency means the concentration at half of the fitted maximal effect; on the % scale 0 is the no-effect control and ±100 the full control effect; nearly all actives have a fitted effect of over 55% in size
Rab9 prom act = qHTS Assay for Rab9 Promoter Activators; Huh7 Rab9 promoter-luciferase reporter, luminescence, 24 h; Potency, µM (top dose mostly 9.22 µM), for inactives: top-dose activation, negative = inhibition, actives largely listed as activators; 320,000 compounds, 2.8% hits; further: potency means the concentration at half of the fitted maximal effect; % of control where 0% means no effect; nearly all actives have a fitted effect of over 60% in size
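Promoter activation is measured as luciferase luminescence in Huh7 cells stably transfected with a Rab9 promoter–luciferase construct, following 24 h compound exposure at 37 °C and 10 min reagent incubation at ambient temperature.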
ELG1 genotoxic = qHTS screen for small molecules that induce genotoxicity in human embryonic kidney (HEK293T) cells expressing luciferase-tagged ELG1; Potency, µM (doses to about 46 µM), for inactives: at the highest dose activity change, positive = activation, usual class: activators; HEK293T ELG1-luciferase reporter, luminescence, 16 h; 330,000 compounds, 1.3% hits; further: potency means the concentration at half of the fitted maximal effect; % of control where 0% means no effect; nearly all actives have a fitted effect of over 60% in size
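After overnight (16 hr) compound treatment at 37 °C, ELG1-luciferase HEK293T cells were lysed with ONE-Glo; luminescence quantified 30 min later at room temperature.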
KCNH2 3.1 block = qHTS for Inhibitors of KCHN2 3.1: Mutant qHTS. Potassium voltage-gated channel subfamily H member 2, brain isoform KCNH2 3.1 (human). U2OS KCNH2 3.1, thallium flux FluxOr; hits give low values. activity change, % (tested at about 1.8 µM). 340,000 compounds, 0.95% hits;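 active means maximum activity change below -70%; inconclusive means maximum activity change from -70% to -50%; inactive means maximum activity change above -50%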;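 further: thallium influx rate constant from kinetic fluorescence after stimulation buffer; on the % scale 0 is the no-effect control and ±100 the full control effect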
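Channel expression came from 3.1 mutant virus (1.77 x 10^8 /mL) applied to suspended U2OS cells for 4 h. Flux was tracked with FluxOr dye plus Red40 quencher, and kinetic rate constants normalized to controls.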
FLuc counter = qHTS profiling assay for firefly luciferase inhibitor/activator using purifed enzyme and Km concentrations of substrates (counterscreen for miR-21 project); purified FLuc, Km substrates, luminescence inhibition; Potency, µM (titrated, usually from 57.5 µM), without a hit: at the highest dose activity change, negative = inhibition, usual class: inhibitors; 360,000 compounds, 6.9% hits; AID 588342, 2011;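 further: potency means the concentration at half of the fitted maximal effect; plate controls were vehicle for no effect and reference inhibitor for full effect; nearly all actives have a fitted effect of over 55% in size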
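Purified P. pyralis luciferase (10nM final) with 10uM D-luciferin and 10uM ATP (Km levels) in 50mM Tris acetate pH 7.5, 10mM Mg acetate, 0.01% Tween-20, 0.05% BSA; qHTS 6-point titration, ~60 µM downward; luminescence read.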
Giardia kill = Small Molecules that selectively kill Giardia lamblia: qHTS; 340,000 compounds, 0.15% hits; activity change, % at 7.66 µM, hits read low; Giardia lamblia trophozoite viability; in the data active means activity change below about -80%; inconclusive means between about -30% and that limit;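 further: parasites exposed to compound for two days anaerobically before the ATP read; on the % scale 0 is the no-effect control and ±100 the full control effect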
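Media and compound were dispensed first, then trophozoites at 100 cells/well; plates sat 48 hrs at 37 deg C without oxygen before ATP luminescence reagent was added and read after 15-30 min at room temperature.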
FBPA coupling cs = qHTS Assay for Inhibitors of Fructose-1,6-bisphosphate Aldolase from Giardia Lamblia: Coupling assay counterscreen; AID 2472, 2010; coupling enzyme system counterscreen, AmpLite Red fluorescence; 290,000 compounds, 0.67% hits; activity change, negative = inhibition, % at 58.2 µM, hits read low; in the data active means activity change below about -30%; further: on the % scale 0 is the no-effect control and ±100 the full control effect
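Fluorescence at 525 nm excitation and 598 nm emission measured inhibition of the coupled detection system without aldolase. Compounds (at 57.5 uM final) were preincubated 10 min at room temperature with coupling enzyme reagent before a 20 min substrate/AmpLite Red step.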
VP16 counter = VP16 counterscreen qHTS for inhibitors of ROR gamma transcriptional activity; Drosophila S2 Gal4-VP16 UAS-luciferase, luminescence, 20 h; Potency, µM (top dose mostly 53.6 µM), for inactives: at the top dose activity, negative = inhibition, actives largely listed as inhibitors; 310,000 compounds, 3.5% hits;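 further: Gal4-VP16 expression switched on by copper sulfate through the metallothionein promoter; potency means the concentration at half of the fitted maximal effect; on the % scale 0 is the no-effect control and ±100 the full control effect; nearly all actives have a fitted effect of over 50% in size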
NPC1 promoter act = qHTS Assay for NPC1 Promoter Activators; 320,000 compounds, 2.4% hits; Potency, µM (series often up to 9.22 µM), for the others: at the highest dose activation, usual class: activators; Huh7 NPC1 promoter luciferase reporter, 24 h;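 further: potency means the concentration at half of the fitted maximal effect; % of control where 0% means no effect; nearly all actives have a fitted effect of over 60% in size; reporter is driven by a mutant NPC1 promoter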
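In 1536-well qHTS, Huh7 cells harboring an NPC1 promoter–luciferase construct received compound for 24 h; activation was quantified by luminescence following luciferase reagent addition.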
Tb PFK inh = qHTS Assay to Find Inhibitors of T. brucei phosphofructokinase; AID 485367, 2010; 330,000 compounds, 0.17% hits; T. brucei PFK, ADP-Glo luminescence; Potency, µM (highest dose often 57.5 µM), inactives show at the top dose activity, negative = inhibition, most hits filed as inhibitors;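 further: potency means the concentration at half of the fitted maximal effect; 0% = uninhibited 1x PFK enzyme wells and -100% = no-enzyme wells; nearly all actives have a fitted effect of over 60% in size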
Target sequence (O15648 whole entry, looked up): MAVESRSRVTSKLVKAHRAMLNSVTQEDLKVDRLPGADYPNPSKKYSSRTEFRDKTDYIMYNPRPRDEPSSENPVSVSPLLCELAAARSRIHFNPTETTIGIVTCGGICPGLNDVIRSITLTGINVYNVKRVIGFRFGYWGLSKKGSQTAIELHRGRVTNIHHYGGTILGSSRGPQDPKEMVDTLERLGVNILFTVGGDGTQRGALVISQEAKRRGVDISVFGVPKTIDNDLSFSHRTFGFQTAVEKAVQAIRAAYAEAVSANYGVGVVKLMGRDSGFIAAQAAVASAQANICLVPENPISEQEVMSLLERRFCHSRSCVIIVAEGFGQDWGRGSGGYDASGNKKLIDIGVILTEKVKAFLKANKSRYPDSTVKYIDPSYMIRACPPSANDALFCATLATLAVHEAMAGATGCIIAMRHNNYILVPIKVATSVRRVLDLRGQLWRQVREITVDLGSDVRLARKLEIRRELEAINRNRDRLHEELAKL
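PFK 1.25 nM, F6P 0.5 mM, ATP 0.1 mM, 0.1 M TEA pH 8.0, 5 mM MgCl2, 0.01% Tween20, 0.1% BSA; 45 min RT. ADP-Glo readout. qHTS titration up to 57 uM; curves fitted, compounds curve-classed.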
Numbers without * were called inactive; ? = inconclusive; / = not tested or not shown; & = joins results of further samples; [ ] = remark or other dose. Unless noted, the call rests on the fitted dose curve; in most records, active means well fitted curve in the direction sought with a large enough effect; inconclusive means small, poorly fitted or top-dose-only effect, or another doubt; inactive means no such curve, though single readings can be large; an effect the other way counts as inactive or inconclusive.

SMILES	RORgamma inh	uPA generation	Rab9 prom act	ELG1 genotoxic	KCNH2 3.1 block	FLuc counter	Giardia kill	FBPA coupling cs	VP16 counter	NPC1 promoter act	Tb PFK inh
O=C1c2ccccc2C(=O)N1CCc1nc2ccccc2c(=O)n1Cc1ccco1	2.1%	4.9%	-1.0%	-10.1%	-31.1	3.2%	-5.0	2.7	10.3%	1.2%	5.0%
O=C(NCC(=O)N1CCCC1C(=O)O)OC1CCCCC1 (stereo unspecified)	-24.6%	6.1%	4.7%	-0.2%	-13.0	2.6%	-12.8	1.1	-5.5%	4.0%	-6.3%
CC(C)=NOCc1ccc(-c2cn([C@@H]3COC[C@H]3O)nn2)cc1	29.6%	/	-0.4%	5.7%	/	-13.7%	/	-2.7	-6.1%	-0.5%	-0.3%
O=C(CCc1ccccc1)Nc1nnc(-c2ccc3c(c2)CCCC3)o1	14.1µM*	-7.3%	1.5%	6.4%	0.8	-4.2%	4.3	3.0	?	5.0%	0.3%
CN(C)CCCN1C(=O)c2oc3ccccc3c(=O)c2C1c1cccs1 (stereo unspecified)	-9.2%	/	-1.5%	2.4%	5.1	?	13.4	0.1	1.7%	1.3%	3.7%
CCC(CC)C(=O)Nc1c2c(nn1-c1ccc(OC)cc1)CS(=O)(=O)C2	-2.3%	/	-0.4%	3.3%	4.0	-0.2%	4.5	-0.5	-24.4%	-1.3%	0.0%
Cc1cc(C)[n+](-c2ccc(Oc3ccccc3)c(S(=O)(=O)[O-])c2)[nH]1	2.3%	-5.8%	-6.2%	2.7%	3.8	6.0%	-9.0	1.1	-1.8%	1.6%	13.3%
C=CCn1c(SCC(=O)Nc2ccccc2C)nnc1-c1ccncc1	5.5%	7.1%	3.6%	-1.6%	/	0.1%	-7.3	1.4	-2.6%	0.8%	21.4%
O=C(O)CCC(=O)Nc1ccc(C(=O)OC2CCCCC2)cc1	17.8µM*	-9.3%	-7.1%	-0.2%	-2.6	13.5µM*	-17.1	5.9	?	-3.8%	-4.5%
Cc1cc(=O)n2nc(N3CCCC(C(=O)N4CCc5ccccc54)C3)sc2n1 (stereo unspecified)	-12.0%	-9.8%	-8.6%	-4.5%	-1.3	-0.5%	?	-0.6	8.0%	-1.6%	-0.1%
N/C(=N\OC(=O)c1cccc2ccccc12)c1ccccn1	?	2.5%	?	10.3µM*	-2.8	1.2µM*	3.1	1.7	-16.0%	?	0.5%
O=C(COc1ncnc2ccccc12)NC1CCCC1	/	-7.4%	/	-1.3%	5.6	/	-22.9	/	/	/	0.0%
CC1(C)C(=O)NC(=O)N1Cc1ccccc1	/	3.8%	2.3%	-1.1%	-22.4	6.4%	-3.2	/	/	-1.5%	-0.4%
CCn1c(-c2nonc2NC(=O)c2ccccc2)nc2ccccc21	0.1%	/	-3.1%	-5.5%	12.7	4.2%	2.8	-0.3	-3.9%	-3.2%	-3.1%
COc1ccc(NC(=O)CNC(=O)Cn2c(C)cc3ccccc3c2=O)c(OC)c1	14.7%	0.0%	-1.6%	8.6%	0.4	3.5%&-2.1%	4.1	2.7	1.0%	-3.7%	-1.1%
CCCC(=O)NC(c1ccc2c(c1)OCO2)c1cc(Cl)c2cccnc2c1O (stereo unspecified)	1.41µM*	-3.9%	-34.9%[inhibitor]	7.1%	-5.9	0.5%	-9.1	0.1	1.26µM*	-15.1%	10.7%
CCCc1cc(=O)oc2c(C)c(OCC(=O)Nc3ccccn3)ccc12	?	-1.3%	?	5.17µM*	-30.0	1.69µM*	-1.6	/	2.0%	?	-15.8%
COc1ccc(NC(=O)COc2ccc(N(C)S(=O)(=O)c3ccc(C)cc3)cc2)cc1	?	-2.1%	-6.4%	0.5%	6.8	-10.3%	-17.1	-2.7	-9.8%	-1.3%	-13.7%
Cc1csc(NC(=O)[C@@H](NC(=O)c2ccccc2)C(C)C)n1	10.5%	6.6%	-7.4%	9.2%	2.0	-0.9%	-21.3	1.0	-1.2%	-1.3%	-1.7%
CCc1nnc(NS(=O)(=O)c2ccc(NCc3ccccc3O)cc2)s1	3.0%	0.9%	3.8%	-0.9%	6.7	-2.3%	-29.1	6.0	-12.8%	-3.1%	1.2%
O=S(=O)(Nc1ccncc1Cl)c1cc(Cl)ccc1Cl	14.1%	-1.9%	-2.4%	-6.6%	-10.6	-10.0%	-18.5	11.8	2.7%	-2.4%	-16.0%
c1ccc(CSC2=NCCCN2)cc1	-6.8%	-1.9%	4.3%	0.1%	-14.1	-2.5%	-2.7	-2.1	3.8%	1.0%	2.0%
O=C(O)c1cc2c(ccc3ccccc32)o1	23.4%	-8.6%	5.2%	1.9%	2.3	16.9µM*	0.9	-3.0	-12.0%	1.1%	?
COc1ccccc1N1CCN(C(=O)c2cc(-c3cccs3)on2)CC1	34.0%	4.4%	-4.0%	-1.6%	0.4	0.4%	7.3	2.1	-1.6%	-1.6%	1.7%
COc1ccc(NC(=O)CSc2nc3ccsc3c(=O)n2Cc2ccccn2)c(OC)c1	20.8%	-0.8%	?	?	-13.7	-17.6%	2.6	6.1	7.8%	16.9%	-1.8%
Cc1nn(CC(=O)NCCc2ccccc2)c(C)c1[N+](=O)[O-]	16.8%	-1.7%	-7.1%	-0.5%	20.4	-1.9%	-19.9	2.8	2.0%	1.2%	0.0%
CCN(CC(=O)N1CCOCC1)S(=O)(=O)c1ccc(C)cc1	-9.9%	-0.1%	-6.0%	-1.2%	0.0	0.4%	-2.6	0.9	-0.2%	-1.6%	-4.7%
COc1ccc(CC(=O)NCc2n[nH]c(=S)n2-c2cccc(Cl)c2)cc1	?	-0.1%	-3.9%	8.0%	-0.9	-3.3%	7.7	3.2	7.0%	-4.5%	1.7%
CC(C)(C)OC(=O)N[C@@H](Cc1ccccc1)c1nnc(SCC(N)=O)o1	1.1%	-2.1%	-6.2%	-0.1%	2.5	-0.9%	4.2	0.5	-9.8%	1.2%	-3.6%
O=C(Nc1cccnc1Cl)c1cc2ccccc2o1	-21.2%	?	1.26µM*	9.2µM*	-4.5	5.36µM*	9.5	2.8	-16.1%	1.58µM*	-14.4%
CCC1CCc2sc(C(=O)N(C)CC(=O)Nc3ccc(N4CCOCC4)cc3)cc2C1 (stereo unspecified)	/	11.9%	-0.6%	0.0%	-12.9	-16.6%	1.0	/	/	-0.8%	-6.1%
NC(=O)CC(NC(=O)Cc1cccc2ccccc12)c1ccc(NCc2ccccc2)c([N+](=O)[O-])c1 (stereo unspecified)	-4.2%	8.1%	-1.8%	1.2%	17.1	-0.3%	-18.8	0.2	1.1%	-3.5%	-2.1%
CC(NCc1ccccc1Cl)C(=O)Nc1ccc(C#N)cc1 (stereo unspecified)	18.3%	4.6%	1.8%	-3.3%	-1.5	3.2%	12.5	-1.2	-1.6%	-3.0%	1.3%
CCCCN(CCCC)c1ccc(C(=O)c2ccccc2C(=O)O)c(O)c1	?	9.5%	0.0%	-0.2%	8.7	-4.3%	8.5	27.1	-11.9%	-0.9%	0.2%
COc1ccc(OC)c(CNC(=O)CCC(=O)N2Cc3ccccc3Oc3ncccc32)c1	16.5%	0.1%	-2.8%	1.7%	18.4	3.8%&1.6%	11.3	/	-7.8%	-3.6%	-5.1%

Random excerpt: 3 records from the list
SMILES	RORgamma inh	uPA generation	Rab9 prom act	ELG1 genotoxic	KCNH2 3.1 block	FLuc counter	Giardia kill	FBPA coupling cs	VP16 counter	NPC1 promoter act	Tb PFK inh
CC(NCc1ccccc1Cl)C(=O)Nc1ccc(C#N)cc1 (stereo unspecified)	18.3%	4.6%	1.8%	-3.3%	-1.5	3.2%	12.5	-1.2	-1.6%	-3.0%	1.3%
CC(C)(C)OC(=O)N[C@@H](Cc1ccccc1)c1nnc(SCC(N)=O)o1	1.1%	-2.1%	-6.2%	-0.1%	2.5	-0.9%	4.2	0.5	-9.8%	1.2%	-3.6%
Cc1nn(CC(=O)NCCc2ccccc2)c(C)c1[N+](=O)[O-]	16.8%	-1.7%	-7.1%	-0.5%	20.4	-1.9%	-19.9	2.8	2.0%	1.2%	0.0%
